From PubChem
EPAC2 antagonist = EPAC2 (human) antagonism. Q8WZA2. 0.18% of 360,000 active. Potency, µM (top dose mostly 114 µM), for the others: at the top dose activity, negative = inhibition, most hits filed as inhibitors. EPAC2 GEF exchange of Rap1B-BODIPY-GDP, fluorescence; note: % is set by controls: 0 for no effect and ±100 for the full control effect; nearly all actives have a fitted effect of over 45% in size; many of its hits are not listed in these tables
Target sequence (Q8WZA2 whole entry, looked up): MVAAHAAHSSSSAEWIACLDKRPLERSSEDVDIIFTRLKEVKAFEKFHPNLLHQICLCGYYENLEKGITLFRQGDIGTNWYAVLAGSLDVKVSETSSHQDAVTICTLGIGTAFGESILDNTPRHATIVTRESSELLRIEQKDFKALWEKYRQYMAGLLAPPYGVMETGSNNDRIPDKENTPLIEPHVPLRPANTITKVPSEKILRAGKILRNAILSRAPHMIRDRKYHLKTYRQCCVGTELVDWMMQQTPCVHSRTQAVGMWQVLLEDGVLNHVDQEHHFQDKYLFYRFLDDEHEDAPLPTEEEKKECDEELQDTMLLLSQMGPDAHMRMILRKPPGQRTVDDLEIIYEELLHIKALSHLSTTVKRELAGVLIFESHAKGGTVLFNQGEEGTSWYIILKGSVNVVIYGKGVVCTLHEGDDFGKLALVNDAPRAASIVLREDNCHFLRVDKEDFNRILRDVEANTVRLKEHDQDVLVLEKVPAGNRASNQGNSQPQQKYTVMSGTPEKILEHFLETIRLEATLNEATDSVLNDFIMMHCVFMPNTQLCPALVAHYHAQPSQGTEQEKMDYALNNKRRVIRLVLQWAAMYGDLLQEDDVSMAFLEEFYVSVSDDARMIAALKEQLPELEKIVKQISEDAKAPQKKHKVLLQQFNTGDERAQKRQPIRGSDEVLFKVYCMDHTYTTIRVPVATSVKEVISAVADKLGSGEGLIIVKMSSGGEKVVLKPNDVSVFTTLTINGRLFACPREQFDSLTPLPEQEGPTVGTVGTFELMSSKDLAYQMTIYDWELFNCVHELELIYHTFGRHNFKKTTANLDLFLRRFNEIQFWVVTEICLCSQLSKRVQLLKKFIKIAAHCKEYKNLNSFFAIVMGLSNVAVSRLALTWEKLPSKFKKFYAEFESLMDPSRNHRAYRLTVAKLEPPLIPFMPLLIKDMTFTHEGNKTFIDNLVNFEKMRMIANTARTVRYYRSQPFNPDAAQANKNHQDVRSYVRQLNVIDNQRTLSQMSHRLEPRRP
PTHR1 agonist = agonists of human PTHR1 parathyroid hormone receptor. HEK293 GP2 PTHR1 cells, GloSensor cAMP luminescence, 1 h. Potency, µM (top dose mostly 115 µM), for inactives: at the top dose activation, most hits filed as activators. 0.075% of 410,000 active; note: nearly all actives have a fitted effect of over 55% in size; some results filed as inactive show a strong effect at the top dose; inactives centre near -15; many of its hits are not listed in these tables
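HEK-293-derived GP2 cells expressing PTHR1 and a GloSensor cAMP reporter, 3,000/well, plated overnight, given luciferin plus IBMX (each 0.5 mM as added) for 1 h at 37 °C, then compound for 1 h at 37 °C. Luminescence was read after 15 min at room temperature.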
EPAC2 agonist = activates human EPAC2 exchange factor. 0.079% of 360,000 active. EPAC2 activation, biochemical qHTS; response scale: 100% = 6.5 mM cAMP response. Potency, µM (highest dose often 154 µM), inactives show at the top dose activation, most hits filed as activators. AID 720711; note: nearly all actives have a fitted effect of over 50% in size
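Compounds were added across a concentration range to EPAC2 (100 nM), RAP1B-BODIPY-GDP (250 nM) and GDP (50 uM). After 5 min at room temperature, fluorescence was recorded at 5-min intervals for 30 min.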
FUS yeast rescue = suppressors of FUS proteinopathy in yeast; S. cerevisiae FUS-expressing, growth rescue, OD600, 24 h; Potency, µM (highest dose often 76.6 µM), inactives show at the top dose growth rescue (activation), hits mostly activators; 0.24% of 390,000 active;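 note: plate controls were DMSO vehicle for no effect and reference control for full effect; nearly all actives have a fitted effect of over 55% in size; some results filed as inactive show a strong effect at the top dose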
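Restored growth of FUS-toxic S. cerevisiae, read as 600 nm absorbance after 24 h at 30C in galactose medium (starting OD 0.005). Controls CP55940 and DMSO.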
aSyn rescue = inhibitors of alpha-synuclein toxicity in yeast; Yeast expressing alpha-synuclein, growth rescue, BacTiter-Glo, 24 h; Potency, µM (series often up to 46.1 µM), for inactives: at the highest dose growth rescue (activation), most hits filed as activators; 0.14% of 370,000 active; AID 652106; note: % of control where 0% means no effect; nearly all actives have a fitted effect of over 65% in size
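Rescue of yeast growth: cells expressing toxic alpha-synuclein, induced in galactose at OD600 0.02, incubated with compound 24 h at 30 C. ATP luminescence quantified growth; inhibitors of toxicity appear as activators.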
EPAC1 ag = agonists of human EPAC1; Potency, µM (series often up to 154 µM), without a hit: at the top dose activation, hits mostly activators; 0.073% of 360,000 active; EPAC1 agonist qHTS, biochemical assay; response scale: 100% = response to 6.5 mM cAMP; O95398; note: nearly all actives have a fitted effect of over 60% in size
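Compounds were pinned as a concentration titration into mixtures of EPAC1 (100 nM), BODIPY-GDP-loaded Rap1B (250 nM) and GDP (50 uM). After 5 min at room temperature, fluorescence was followed for 30 min; activity was scaled to 6.5 mM cAMP.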
EPAC1 antagonist = blocks human EPAC1 exchange factor; AID 720709; EPAC1 GEF assay, Rap1b-BODIPY-GDP exchange fluorescence; 0.14% of 360,000 active; Potency, µM (doses to about 115 µM), for inactives: at the highest dose activity change, negative = inhibition, usual class: inhibitors;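 note: plate controls were vehicle for no effect and positive control for full effect; nearly all actives have a fitted effect of over 50% in size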
TDP-43 yeast inh = TDP-43 toxicity inhibition in yeast; TDP-43 expressing yeast growth rescue, BacTiter-Glo, 24 h; Potency, µM (highest dose often 46.1 µM), inactives show at the top dose growth rescue (activation), usual class: activators; 1.8% of 410,000 active; note: % of control where 0% means no effect; nearly all actives have a fitted effect of over 50% in size
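Yeast expressing TDP-43 (pregrown in raffinose, seeded at OD600=0.02 in galactose medium) exposed to compounds 24 hr at 30 deg C. Growth read by BacTiter-Glo luminescence; rescue of toxicity appears as increased signal.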
The depositor's hits bear a star; i = inactive; ? = inconclusive; / = no result given; & = joins results of further samples; [ ] = another dose, or the depositor's remark. Calls come from the whole dose curve; as a rule, active = well fitted curve in the direction sought with a large enough effect; inconclusive = small, poorly fitted or top-dose-only effect, or another doubt; inactive = no such curve, though single readings can be large; an effect the other way counts as inactive or inconclusive. Potency is the fitted concentration of half-maximal effect. The list is partial; the hit share may differ from the screen's.

| SMILES | EPAC2 antagonist | PTHR1 agonist | EPAC2 agonist | FUS yeast rescue | aSyn rescue | EPAC1 ag | EPAC1 antagonist | TDP-43 yeast inh |
| --- | --- | --- | --- | --- | --- | --- | --- | --- |
| CCOc1ccc(CCNC(=O)Cn2c(=O)oc3ccccc32)cc1OCC | 9% | i | -3% | 8% | -15% | -8% | 2% | -12% |
| CCCN1CC23C=CC(O2)C(C(=O)O)C3C1=O (centres undefined) | 19% | -8% | 8% | -34% | -14% | 2% | -7% | 7% |
| Cc1noc(C)c1COc1cccc(C(=O)Nc2ccc(C#N)cc2)c1 | -8% | -35%[inhibitor] | 16% | 4% | -2% | 7% | -3% | 14µM* |
| COCCn1c(-c2ccc(Br)cc2)nc2oc3cc(OC)ccc3c(=O)c2c1=O | 0% | i | 4% | 33% | 6% | -3% | -15% | 12% |
| O=C(/C=C/c1ccc(Cl)cc1)NC(=S)Nc1ccc(NC(=O)c2ccco2)cc1 | -1% | i | 2% | 1% | -18% | 0% | 5% | ? |
| COc1ccc(C2=[N+]([O-])C(C)(C)C(c3ccccc3)=N2)cc1 | -7% | i | 3% | 7% | 1% | 8% | 4% | -4% |
| COC(=O)c1ccccc1-n1c(CCC(=O)O)ccc1-c1ccccc1 | 3% | -3%&-21% | 6% | 14%&35% | 10% | -10% | -7% | 0%&13% |
| C=CCn1c(C(CCCC)CC(O)COCC(C)C)n[nH]c1=S (centres undefined) | -9% | i | 3% | 28% | -7% | -6% | -8% | -26% |
| Cc1cc(C(=O)Cn2c(CO)nc3ccccc32)c(C)n1C | -1% | i | -2% | 2% | 0% | 14% | -3% | -17% |
| CCc1ccc(Oc2nc([N+](=O)[O-])nn2C)cc1 | -14% | -39%[inhibitor] | 14% | 3% | 1% | 5% | ? | 3%[9.22 µM] |
| Cc1cc(C)cc(NC(=S)NCc2ccc3c(c2)OCO3)c1 | 0% | -6%[57.5 µM] | 15% | 17% | 0% | 9% | 10% | ? |
| CCCCn1c(N)c(N(CC(C)C)C(=O)CC2OC(=O)c3ccccc32)c(=O)[nH]c1=O (centres undefined) | 1% | -11% | 7% | -3% | 0% | 5% | -3% | -11% |
| CC(C)CN(C(=O)CSc1nnc(-c2cccs2)n1C1CC1)C1CCS(=O)(=O)C1 (centres undefined) | 0% | i | 5% | -17% | -3% | 12% | 13% | 5% |
| CC(=O)c1c(C)n([O-])c2ccc(C)cc2[n+]1=O | -16% | ? | -2% | 2% | -2% | 4% | -23% | 10% |
| CC(=O)c1cccc(NC(=O)N2CCCC(C(=O)c3cc(F)ccc3F)C2)c1 (centres undefined) | 3% | -1% | 5% | 13% | -1% | 6% | 8% | -10% |
| CCOC(=O)c1cc2nc(-c3ccco3)cc(C(F)(F)F)n2n1 | 13% | i | -8% | 15% | 1% | -6% | 11% | 16% |
| O=C(CCSCCC(=O)NCc1ccco1)NCc1ccco1 | 0% | i | 1% | 29% | -1% | 7% | -2% | -16% |
| O=C(c1cc(-c2ccc(O)cc2)on1)N1CCCCCC1 | -6% | -10% | 8% | 4% | -1% | 5% | -5% | 3% |
| Cc1cccc(NC(=O)c2ccc(COc3ccccc3[N+](=O)[O-])o2)n1 | -20% | i | 7% | -8% | -5% | 11% | -30% | ? |
| CCOc1ccc(-c2cc(C(=O)NCCCN3CCOCC3)c3ccccc3n2)cc1 | -10% | i | -11% | 9% | 13% | -5% | 15% | 5% |
| COc1ccc(S(=O)(=O)N2CCC(C(=O)N[C@@H](C)C(=O)NCc3ccc(F)cc3)CC2)cc1 | 6% | i | 14% | 29% | -4% | -3% | -25% | -18% |
| Cc1ccc(OCC(=O)n2nc(C)cc2C)c(C)c1 | -3% | i | -14% | 10% | 6% | -4% | -3% | -4% |
| COc1ccc(C2SCC(C(=O)O)N2C(C)=O)cc1OC (centres undefined) | 16% | -10% | 7% | -4% | -4% | -2% | -11% | 17% |
| CCOC(=O)Cc1csc(NC(=O)c2ccc(S(=O)(=O)N3CCOCC3)cc2)n1 | 17% | -6% | 9% | 2% | 4% | 4% | 3% | -9% |
| CC(C)(C)Cc1nnc(NC(=O)CCC2CCCCC2)s1 | -8% | i | -6% | -6% | -5% | 6% | -16% | 14% |
| Cc1onc(-c2ccccc2Cl)c1C(=O)N1CCN(C(=O)c2ccco2)CC1 | 0% | i | 1% | -10% | 3% | -4% | -13% | 8% |
| O=C1c2ccncc2C(=O)N1Cc1cccc(Cl)c1 | 3% | -11% | -1% | -8% | -3% | -5% | 2% | 22% |
| CC(C)(C)c1cc(Br)c(O)c(N=Nc2ccc(S(=O)(=O)N3CCOCC3)cc2)c1 | -21% | i | -11% | -15% | -6% | 2% | -10% | -6% |
| Nc1nc2ccc([N+](=O)[O-])cc2[nH]1 | 12% | -18% | -1% | -23% | -3% | -6% | -6% | 6% |
| O=C(NNC(=O)c1cc(-c2ccc(Cl)c(Cl)c2)nc2ccccc12)Nc1ccccc1 | 18% | -11% | 6% | / | -6% | -6% | -10% | 10% |

Limited to TDP-43 yeast inh (2 entries from above):
| smiles | TDP-43 yeast inh |
| --- | --- |
| CCCN1CC23C=CC(O2)C(C(=O)O)C3C1=O (centres undefined) | 7% |
| Cc1noc(C)c1COc1cccc(C(=O)Nc2ccc(C#N)cc2)c1 | 14µM* |

Further compounds:
| SMILES | EPAC2 antagonist | PTHR1 agonist | EPAC2 agonist | FUS yeast rescue | aSyn rescue | EPAC1 ag | EPAC1 antagonist | TDP-43 yeast inh |
| --- | --- | --- | --- | --- | --- | --- | --- | --- |
| CCOc1ccccc1N(C(=O)Nc1ccc(Cl)cc1)C1=NCCS1 | 1% | i | 0% | -2% | 7% | -9% | -1% | -17%[0.397 µM] |
| Cc1ccc2nc(NNC(=O)c3ccc4c(c3)OCCO4)sc2c1 | ? | -39%[inhibitor] | 11% | 47% | 0% | 9% | -10% | 0% |
| Cc1ccc(Sc2c(C)[nH]n(C(C)(C)C)c2=O)cc1 | -4% | -12%[57.5 µM] | -5% | 24% | -24% | 8% | 4% | -2% |
| O=C(CC1=NCCNC(c2ccccc2)C1)c1ccccc1O (centres undefined) | -9% | i | -3% | / | 6% | -3% | -26% | -6% |
| O=c1ccc(-c2ccc([N+](=O)[O-])cc2)nn1-c1ccccc1 | -3% | i | -10% | -3% | -2% | 4% | -20% | 11% |
| Cc1occc1C(=O)NCCc1cccc(Cl)c1 | -3% | i | -4% | -9% | -14% | -6% | -17% | 9% |
| COC(=O)CN(C(=S)Nc1ccccc1)C1CC(=O)N(c2ccc(OC)cc2)C1=O (centres undefined) | -3% | -5% | 1% | / | 18% | 4% | -12% | -9% |
| COCCN1CCn2c(nc3cc([N+](=O)[O-])ccc32)C1 | -8% | i | -3% | 12% | 3% | 12% | -1% | 6% |
| CCOc1ccc(NC(=S)NCCCn2ccnc2)cc1 | 6% | i | 5% | / | 7% | -1% | 2% | 0% |
| CCOc1cc(/C=C2\C(=N)N3N=C(N4CCCCC4)SC3=NC2=O)ccc1OC(=O)c1ccco1 | -12% | -47%[inhibitor] | -11% | ? | -4% | -3% | ? | 27% |
| Clc1ccc(SCCCCn2ccnc2)cc1 | ? | -26%[57.5 µM] | -3% | -13% | 3% | 6% | 3% | 0% |
| Cc1ccc(-c2nn(CC(=O)NCc3cc(-c4nn(C)c(=O)c5ccccc45)ccc3C)c(=O)c3ccccc23)cc1 | 1% | -23%[57.5 µM] | -17% | -3% | 0% | 0% | 10% | 0% |
| CCC1(C2=CCCCC2)C(=O)NC(=O)N=C1N (centres undefined) | -2% | i | -2% | -25% | -4% | -4% | -8% | -11% |
| CCCOc1ncnc2c1[nH]c1ccccc12 | 0% | -30%[inhibitor] | 11% | 17% | -4% | 2% | 9% | -19% |
| COCCCn1c(=N)c(C(=O)NCC2CCCO2)cc2c(=O)n3ccccc3nc21 (centres undefined) | -3% | -23%[57.5 µM] | 6% | -1% | 0% | 1% | -5% | -7% |
| COc1cccc(COc2ccc3c(C)cc(=O)oc3c2)c1 | 0% | -26% | 10% | 13% | 13% | -4% | -10% | ? |
| C(=N\N1CCN(C2c3ccccc3-c3ccccc32)CC1)/c1ccccn1 | -7% | -4% | 17% | -13% | -3% | 16% | -8% | 8% |
| CCOC(=O)c1ccc(NC(=O)c2nn(CC)cc2Br)cc1 | -10% | ? | 16% | 36% | -18% | 17% | -11% | 14% |
| Nc1nc2c(s1)C(=O)CC(c1ccccc1)C2 (centres undefined) | 1% | i | 6% | 9% | 2% | 0% | -10% | -1% |
| CCCn1nc(C(=O)N2CC(=O)Nc3ccccc32)c2ccccc2c1=O | -4% | 20%[57.5 µM] | 7% | 24% | ? | 4% | 2% | 6% |
| O=c1ccc(S(=O)(=O)N2CCCC2)c[nH]1 | -2% | i | 8% | -16% | -8% | 3% | -14% | 19% |
| CC(C)[C@@H](CSc1ccccc1)N1CCN(Cc2ccccc2)CCC1=O | -18% | -21% | 6% | 0% | 6% | 8% | 8% | 23% |
| C(=N\N=C\c1ccccn1)/c1ccccn1 | 1% | -4% | -3% | 15% | -5% | 10% | 2% | 1% |
| CCCCN(C(=O)CSc1nnnn1-c1ccccc1OC)C1CCS(=O)(=O)C1 (centres undefined) | -5% | -19% | 12% | -5% | -1% | 0% | -5% | 0% |
| O=C(COC(=O)CSc1ccc2ccccc2c1)NCc1ccc2c(c1)OCO2 | -7% | -23% | 19% | 13% | 0% | 16% | -25% | -9% |
| CCOc1cc(N2CCOCC2)c(OCC)cc1NC(=O)Cc1ccccc1OC | -2% | -8% | -2% | 33% | 6% | 0% | -1% | 6% |
| CCNC(=O)NNC(=O)C1CC(c2cccs2)=NO1 (centres undefined) | 14% | -23% | -1% | -12% | -7% | -2% | 9% | -20% |
| O=C(NCc1ccc(Cl)cc1)c1csc(-c2cccnc2)n1 | -13% | -71%[inhibitor] | 10% | 6% | -1% | -2% | -8% | 16µM* |
| COc1ccc(OC)c(-n2cnnn2)c1 | 6% | i | -3% | / | -2% | 1% | 13% | 22% |
| O=C(Nc1cccc(N=Cc2cc(Cl)cc(Br)c2O)c1)c1ccco1 | ? | -17% | 11% | / | -7% | 2% | 5% | 4% |

Sorted by heavy-atom count (rising): some entries from above
| SMILES | EPAC2 antagonist | PTHR1 agonist | EPAC2 agonist | FUS yeast rescue | aSyn rescue | EPAC1 ag | EPAC1 antagonist | TDP-43 yeast inh |
| --- | --- | --- | --- | --- | --- | --- | --- | --- |
| CCC1(C2=CCCCC2)C(=O)NC(=O)N=C1N (centres undefined) | -2% | i | -2% | -25% | -4% | -4% | -8% | -11% |
| CCOc1ccc(NC(=S)NCCCn2ccnc2)cc1 | 6% | i | 5% | / | 7% | -1% | 2% | 0% |
| CC(C)[C@@H](CSc1ccccc1)N1CCN(Cc2ccccc2)CCC1=O | -18% | -21% | 6% | 0% | 6% | 8% | 8% | 23% |
